Source: PubChem (several laboratories)
MT stabilizer = microtubule stabilization, imaging screen; HeLa tubulin immunostaining HCS, 24 h; share of cells brighter than vehicle mean+2SD; % tubulin-high responders, % at 10 µM; 0.83% of 200,000 active; AID 2205;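 active = plate Z-score above 3 for both tubulin-high and condensed-nucleus cell shares, with cell loss under 80%, at 10 µM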;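 note: anti alpha tubulin signal scored within the nucleus-defined area of each cell; some results filed as inactive read as strong as hits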
Myeloid diff MLP = compounds promoting myeloid differentiation; 1% of 360,000 active; ER-HoxA9 myeloid progenitors, lysozyme-GFP differentiation, flow cytometry; calls only at 10 µM; AID 624256;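 active = normalized GFP-positive differentiation at or above the plate's own cutoff, the solvent-only control mean plus 3 SD; inconclusive = no clear call, values can overlap the other calls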;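 note: cells exposed to compound for four days before flow analysis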
b-catenin transl = alters nuclear translocation of beta-catenin in HeLa cells | immunofluorescence imaging | AID 1665 | nuclear translocation activity, % at 5 µM | 0.3% of 190,000 active;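 active = nuclear translocation activity above 50% at 5 µM, with a well cell count of 50 or more; inconclusive = wells under 50 cells across six images, flagged as toxic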;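 note: per-cell ratio of nuclear to cytoplasmic median beta-catenin stain intensity; plate controls were DMSO negative control for no effect and GSK-3 inhibitor IX positive control for full effect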
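Assay system: human HeLa cells, native beta-catenin; doses: 5 µM primary, 0.02–20 µM confirmation; incubation: compound treatment 24 h, 37°C, 5% CO2; technique: fluorescence imaging of beta-catenin antibody stain plus DAPI; measure: % activation, nuclear-to-cytoplasmic median beta-catenin signal ratio per cell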
T cell modulator = modulates CD8 T cell binding to vesicles. 2C CD8+ T cell-vesicle binding, flow cytometry; hits give low values. 0.068% of 330,000 active. calls only at 7 µM. AID 2052;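 active = response, share of CD8 T cells binding vesicles, and their 90th percentile fluorescence all below set limits, cut at about 80% in these data, passing the limit was not always enough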
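Test system: purified 2C TCR transgenic mouse naive CD8+ T cells. Probe or stimulus: QL9-peptide-loaded Drosophila micro-vesicles bearing Ld, ICAM-1 and B7-1. Incubation: binding step 1.5 h, 37 °C, antibody labelling 20 min, ice. Measured by: flow cytometry of vesicle-bound cells.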
WT yeast gro inh = growth inhibition of WT yeast, mitochondrial fusion screen. mitochondrial fusion phenotypic screen, WT strain. inhibition, % at 10 µM. 2.1% of 190,000 active; in the data active = inhibition above about 58%; tested in S. cerevisiae
Insulin prom up = MIN6 insulin promoter up-regulation; 0.3% of 190,000 active; z-score at 5 µM; MIN6 insulin promoter-GFP reporter, high-content imaging; hits give high values; AID 1625;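 active = z-score above 3 at 5 µM with at least 500 cells counted in the well; inconclusive = wells under 500 cells, flagged as cytotoxic or low count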
Autophagy mod = modulators of autophagy | 0.98% of 190,000 active | AID 463193 | MEF GFP-LC3 puncta imaging; test concentration mostly 10 µM | calls only at 10 µM (by protocol);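 active = percentage of spot-positive cells more than 3 SD above its plate mean, without a fluorescence outlier flag or 80% toxicity; inconclusive = no clear call, values can overlap the other calls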;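 note: spot-positive cell cutoff set from DMSO-treated cells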
Lipid droplet = hepatic lipid droplet formation modulation | AML12 mouse hepatocytes, oleate lipid droplets, BODIPY imaging | inhibition, % at 6.5 µM | 0.4% of 240,000 active | AID 1656;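 active = lipid droplet intensity inhibited by at least 50%, with more than 500 cells counted; inconclusive = wells with under 300 cells, treated as cytotoxic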
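Assay system: AML12 mouse liver cells | Compound: 6.5 µM single-point dosing | Schedule: Overnight exposure | Technique: Fluorescence imaging, 20x objective, two fields per well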
West Nile antiviral = West Nile virus antiviral activity, cell-based, CPE readout (AID 1621). CPE inhibition, % at 10 µM; hits with a dose series show IC50 in µM. West Nile virus-infected cells, CPE inhibition; higher % means a stronger effect. 0.02% of 290,000 active; in the data active = a potency from the dose series; inconclusive = CPE inhibition mostly from about 3.7% at the one dose, without a potency; inactive = the rest, 99 in 100 with CPE inhibition below about 2.2%; note: strong numbers were not always called active
WT yeast gro inh mutant strain = second read-out of WT yeast gro inh, no call of its own (marks repeat the call); inhibition, %; mitochondrial fusion phenotypic screen, mutant strain inhibition
Insulin prom up cell count = second read-out of Insulin prom up, no call of its own (marks repeat the call); cell count; measured here: cytotoxicity, nuclei count;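 total cells summed across four imaged fields per well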
Lipid droplet cells 6.5 µM = also measured in Lipid droplet; calls as there; cell count; measured here: cell count, cytotoxicity flag;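 cells counted across two imaged fields per well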
b-catenin transl cell count 5 µM = also measured in b-catenin transl; calls as there; cell count; measured here: cell count, cytotoxicity flag
T cell modulator vesicle-bound % = recorded beside T cell modulator, whose call it bears; double positive events, %; measured here: CD8+ vesicle-bound cell fraction;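 binding gate set so that unloaded-vesicle control wells show 10% double positive cells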
MT stabilizer Hoechst-high % = second read-out of MT stabilizer, no call of its own (marks repeat the call); % Hoechst-high responders; measured here: nuclear condensation Hoechst responders;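 share of cells brighter than vehicle mean plus two SD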
MT stabilizer cytotoxicity % = further read-out of MT stabilizer, marked with its call; toxicity, %; measured here: cytotoxicity by cell density;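 0% = mean cell density of plate MIN control wells and 100% = no cells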
Autophagy mod cell loss 18 h = also measured in Autophagy mod; calls as there; toxicity, %; measured here: cell loss, nuclei count;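 cell loss after 18 h compound exposure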
Myeloid diff MLP GFP+ MAC1+ % = also measured in Myeloid diff MLP; calls as there; GFP+ MAC1+ double positive, %; measured here: differentiation confirmed by MAC1 staining
Numbers without * were called inactive; i = inactive; ? = inconclusive; nt = not tested or not shown; + = active, no number. Not a hit list; about 3.9% have a hit in one of these screens.

Compound	MT stabilizer	MT stabilizer Hoechst-high %	MT stabilizer cytotoxicity %	Myeloid diff MLP	Myeloid diff MLP GFP+ MAC1+ %	b-catenin transl	b-catenin transl cell count 5 µM	T cell modulator	T cell modulator vesicle-bound %	WT yeast gro inh	WT yeast gro inh mutant strain	Insulin prom up	Insulin prom up cell count	Autophagy mod	Autophagy mod cell loss 18 h	Lipid droplet	Lipid droplet cells 6.5 µM	West Nile antiviral
CC(C)N(C(=O)CSc1nnc(CSc2ncccn2)n1C)C(C)C	3.2	1.0	1.0	i	0.7	-0.5	1055	i	47.3	-6.7	-0.3	nt	nt	i	-24.7	3.4	759	-0.3%
CCCN(Cc1ccccc1)C(=S)Nc1cccc(C)c1C	2.5	2.0	6.2	i	0.2	2.9	909	i	41.3	22.7	9.6	0.46	1742	i	12.3	6.5	674	0.9%
COc1ccc(C(CC(=O)O)NC(=O)c2ccccc2)cc1OC (stereo unspecified)	3.0	2.1	5.0	i	1.0	nt	nt	i	25.4	-7.4	-14.9	-1.24	1311	i	-0.6	-0.2	716	0.0%
COC(=O)c1sc(NC(=O)CCCn2nc([N+](=O)[O-])cc2C)c(C(=O)OC)c1C	2.3	3.6	10.4	i	0.2	nt	nt	i	44.3	-0.2	-5.9	-0.67	1356	i	5.2	10.6	648	nt
COCCCNC(=O)c1ccccc1Sc1ccc(NC(C)=O)nc1	3.0	3.6	9.9	i	0.3	-1.0	1131	i	51.5	-11.7	-11.6	-0.17	1284	i	0.1	5.2	690	0.8%
COC(=O)c1ccccc1NC(=S)NC(=O)c1cccc2ccccc12	1.6	0.8	3.5	i	0.3	0.4	1358	i	52.2	37.9	27.6	-0.11	1536	i	-0.9	nt	nt	0.3%
C=CCn1c(=O)c(C(=O)Nc2ccccc2S(N)(=O)=O)c(O)c2ccccc21	2.8	2.2	7.7	i	0.2	0.1	955	i	28.4	2.9	-11.5	-0.16	1429	i	-6.4	14.6	700	-0.4%
O=C(CSc1nnnn1-c1cccnc1)Nc1ccccc1F	nt	nt	nt	i	0.6	nt	nt	i	20.7	nt	nt	nt	nt	nt	nt	-2.3	832	0.3%
COc1ccc(-c2nc(C#N)c(N3CCN(c4ccccc4)CC3)o2)cc1	2.0	2.7	10.3	i	2.0	0.1	1132	i	49.8	8.6	-3.0	0.35	1504	nt	nt	23.3	664	-0.1%
COc1ccccc1CNC(=O)[C@@H]1CCCN1C(=O)C1CCN(S(=O)(=O)c2ccc(C)cc2)CC1	3.1	4.2	7.8	i	1.1	3.6	778	i	18.5	20.4	17.8	-2.17	984	i	-8.6	nt	nt	-1.2%
CSCCC(NC(N)=O)C(=O)Nc1ccc(C)cc1 (stereo unspecified)	2.0	1.8	1.1	i	0.2	-2.3	1091	i	55.9	10.5	-2.8	-0.16	1228	i	18.1	35.0	707	-0.2%
O=C(NC1CCCc2ccccc21)c1cccc(S(=O)(=O)N2CCOCC2)c1 (stereo unspecified)	2.1	3.3	9.1	i	0.1	-3.7	1144	i	57.2	-2.7	-1.9	0.12	1379	i	-10.7	-2.0	693	-0.7%
Cc1nc(N)nc(C)c1Cc1ccccc1	5.0	1.9	8.4	i	0.6	-7.5	954	i	21.2	-8.1	-18.4	-0.17	1153	i	3.1	nt	nt	0.2%
CC(C)(C)C(=O)Nc1ccccc1-c1nc2ccccc2[nH]c1=O	nt	nt	nt	i	0.4	nt	nt	i	56.9	nt	nt	nt	nt	nt	nt	-0.9	809	-0.8%
Cc1ccc(C2C=C(c3ccccc3)Nc3nc(N4C(=O)CCC4=O)nn32)cc1 (stereo unspecified)	3.5	2.1	2.3	i	0.7	-3.7	1039	nt	nt	9.4	6.8	0.25	1672	i	10.0	0.8	665	0.0%
O=P(Cc1cc[n+]([O-])cc1)(c1ccccc1)c1ccccc1	3.4	1.4	1.1	i	1.0	-3.5	1337	i	8.2	12.0	-6.4	-0.35	1670	i	-7.5	nt	nt	0.2%
CC1CCN(C(=O)COC(=O)Cc2c[nH]c3ccccc23)CC1	nt	nt	nt	i	1.0	nt	nt	i	31.8	nt	nt	nt	nt	nt	nt	25.1	823	0.1%
Cc1cc(N2CCOCC2)nc(-c2ccccc2O)n1	3.6	2.9	8.4	i	0.2	-3.5	1103	i	23.4	-14.6	-12.3	0.99	1596	i	10.4	-1.2	685	-0.2%
CC(=O)Cc1nsc(NC(=O)c2ccc(COc3cccc(C)c3)o2)n1	nt	nt	nt	i	0.2	nt	nt	i	9.5	nt	nt	nt	nt	nt	nt	-4.7	645	-0.1%
CC(C)n1c(SCC(=O)Nc2ccccc2)nc2c1c(=O)[nH]c(=O)n2C	nt	nt	nt	i	0.8	0.2	1271	i	26.9	nt	nt	-1.09	1296	nt	nt	-6.0	742	-0.1%

Next section:
Compound	MT stabilizer	MT stabilizer Hoechst-high %	MT stabilizer cytotoxicity %	Myeloid diff MLP	Myeloid diff MLP GFP+ MAC1+ %	b-catenin transl	b-catenin transl cell count 5 µM	T cell modulator	T cell modulator vesicle-bound %	WT yeast gro inh	WT yeast gro inh mutant strain	Insulin prom up	Insulin prom up cell count	Autophagy mod	Autophagy mod cell loss 18 h	Lipid droplet	Lipid droplet cells 6.5 µM	West Nile antiviral
CN(Cc1nc2ccccc2[nH]1)Cc1nc(CC2CC2)no1	3.6	1.6	6.0	i	0.5	1.9	914	i	21.1	15.4	9.4	0.43	1461	i	9.0	-48.5	667	-0.8%
C/C(=C\c1ccccc1)CN1CCN(Cc2ccc(C)o2)C(CCO)C1 (stereo unspecified)	2.1	1.0	3.2	i	0.2	0.1	961	i	18.9	13.0	-2.2	-0.32	1385	i	1.3	1.9	732	-1.5%
COC(=O)CCC/C=C1/SCC(NC(=O)c2ccccc2)C1O (stereo unspecified)	2.7	2.8	7.4	i	5.2	-3.1	1178	i	28.4	13.9	-0.3	0.26	1242	i	0.2	2.2	748	0.4%
CC(/C=N/n1c(-c2ccc(Cl)cc2)n[nH]c1=S)=C\c1ccco1	4.0	3.8	8.3	i	0.9	0.3	1024	i	40.8	71.9*	30.6*	0.08	1436	i	-7.6	-4.2	666	-0.1%
COc1ccccc1-c1nnc(SCC(=O)Nc2c(Cl)cccc2Cl)o1	3.9	2.9	5.5	i	0.4	1.8	1071	i	30.5	-0.8	6.2	0.61	788	i	11.7	-9.6	810	-0.4%
COC(=O)N1CCN(c2ccc(Cl)c(Cl)c2)CC1	2.0	1.1	5.5	i	5.3	nt	nt	i	12.6	32.0	21.5	nt	nt	i	0.1	16.7	749	-0.7%
CC1CC1C(=O)OCC(=O)Nc1ccc(N=Nc2ccccc2)cc1 (stereo unspecified)	2.4	2.6	8.8	i	0.2	-0.5	964	i	50.1	24.6	-1.1	-0.08	1445	i	5.4	-21.8	541	-0.1%
Cc1cc(/C=C2\Sc3ccccc3N2C)cc(C)[n+]1CC1CCCO1 (stereo unspecified)	3.9	1.4	12.4	?	nt	-3.6	762	nt	nt	62.8	65.1	?	nt	+	15.0*	-103.2	599	-1.9%
CCCSc1nnc2n(-c3ccccc3OC)c(=O)c3c4c(sc3n12)CCC4	3.3	1.3	5.7	i	0.6	-0.3	1016	i	7.6	-13.7	-7.6	nt	nt	i	-1.9	5.3	689	-0.3%
COc1ccccc1N1CCN(C(=O)CCc2ccc(S(=O)(=O)NCC(C)C)cc2)CC1	3.2	1.8	7.4	i	0.3	-4.7	1247	i	36.3	14.6	16.7	-0.86	1229	i	-5.8	0.0	750	0.7%
CS(=O)(=O)N(Cc1ccc(Cl)cc1)c1ccc(C(=O)Nc2cccnc2)cc1	4.0	2.0	8.6	i	1.7	-3.3	968	i	43.7	-7.1	28.3	-0.3	1403	i	4.0	nt	nt	-1.9%
COc1cccc(SCc2noc(C(=O)NC(C)C)c2C(=O)O)c1	3.3	1.5	8.0	i	1.0	-0.3	1286	nt	nt	-7.7	-17.9	0.32	1332	i	0.0	nt	nt	-0.4%
Cc1ccc(S(=O)(=O)N2CCCC(C(=O)Nc3ccc(C(=O)O)cc3)C2)cc1Cl (stereo unspecified)	4.7	2.1	6.1	i	0.2	2.9	989	i	63.6	-7.5	13.3	0.66	1652	i	-1.0	14.8	648	0.2%
CCc1ccc(N2CC(C(=O)NCc3ccco3)CC2=O)cc1 (stereo unspecified)	3.1	2.1	8.1	i	1.3	-3.6	572	i	49.0	0.9	8.8	-0.03	1283	i	-7.8	9.5	764	-0.1%
COc1ccccc1OCc1nnc(SCC(=O)Nc2ccc(N3CCOCC3)cc2)n1C	nt	nt	nt	i	0.2	nt	nt	i	22.4	nt	nt	nt	nt	nt	nt	14.4	868	-0.4%
O=C(/C=C/c1ccc(Cl)cc1)NCCN1CCOCC1	2.5	2.2	9.6	i	1.3	nt	nt	i	41.2	7.6	-0.6	nt	nt	i	-28.7	nt	nt	-0.7%
CCCCCC(=O)Nc1ccc(S(=O)(=O)Nc2ccc(Cl)nn2)cc1	5.4	1.3	1.0	i	0.5	nt	nt	i	53.4	0.8	4.8	0.17	1223	i	3.8	-4.0	674	nt
CCC(C)Sc1nc2c(cnn2-c2ccccc2)c(=O)[nH]1 (stereo unspecified)	4.6	2.4	10.3	i	2.8	0.3	1109	i	30.7	-11.4	-12.9	-0.48	1241	i	-6.2	-0.2	595	0.5%
CC1=C(C(=O)OC(C)C)C(c2ccc(Br)s2)NC(=O)N1 (stereo unspecified)	2.2	1.1	5.5	i	13.7	nt	nt	i	9.4	2.0	10.1	0.34	902	i	-5.8	6.4	796	-0.6%
O=C(Nc1ccc(C(=O)N2CCCCC2)cc1)c1ccc(Br)cc1	1.6	1.3	3.6	i	0.6	0.2	1349	i	53.3	-4.1	16.0	-0.1	1523	i	2.2	nt	nt	-0.6%
